AMA1-RON2 inh = AMA1-RON2 (P. falciparum) interaction inhibition; actives 0.2% (n = 360,000); AlphaScreen AMA1-biotinylated RON2 peptide binding; Potency, µM (doses to about 58.2 µM), without a hit: top-dose activity change, negative = inhibition, actives largely listed as inhibitors;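 further: potency means the concentration at half of the fitted maximal effect; 0% = vehicle wells and -100% = peptide control; nearly all actives have a fitted effect of over 45% in size; some results filed as inactive show a strong effect at the top dose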
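AMA1 (3D7) with his tag at 25 nM final met compounds first, then biotinylated RON2 peptide at 25 nM; detection used donor plus acceptor beads, 10 µg/mL apiece, read by AlphaScreen after 30 min at room temperature.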
HCV inh = HCV inhibition | Huh7.5.1 HCVcc-Cre infection, luciferase reporter, 44 h | Potency, µM (top dose mostly 41.8 µM), for the others: at the highest dose activity change, negative = inhibition, hits mostly inhibitors | actives 3.4% (n = 340,000); further: potency means the concentration at half of the fitted maximal effect
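Whole-lifecycle infectious HCVcc-Cre system; cells 1,000/well, compound then virus (~0.5 moi) added 4 h after plating, 44 h culture. Luciferase read 15 sec following 15 min substrate incubation, room temp.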
TbPYK inhibitor = inhibitors of Trypanosoma brucei pyruvate kinase; Q57TT1; TbPYK enzyme, Kinase-Glo Plus ATP luminescence, 45 min; Potency, µM (titrated, usually from 76.8 µM), without a hit: top-dose activity, negative = inhibition, usual class: inhibitors; actives 0.12% (n = 410,000); AID 624173; further: potency means the concentration at half of the fitted maximal effect; nearly all actives have a fitted effect of over 50% in size
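Luminescence from Kinase-Glo Plus, added after a 45-minute room-temperature reaction, served as the end-point read-out. The enzyme and substrate were preincubated with compound before ADP (130 uM final) initiated turnover. Concentration-effect curves came from normalized qHTS data.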
AmpC detergent = AmpC beta-lactamase inhibition with detergent present. Potency, µM (doses to about 114 µM), without a hit: top-dose activity change, negative = inhibition, actives largely listed as inhibitors. P00811. actives 0.041% (n = 370,000). AmpC hydrolysis of nitrocefin, absorbance 480 nm, 0.01% Triton;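 further: potency means the concentration at half of the fitted maximal effect; 0% = no-compound wells and -100% = no-enzyme wells; nearly all actives have a fitted effect of over 25% in size; some results filed as inactive show a strong effect at the top dose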
Target sequence (P00811 whole entry, looked up): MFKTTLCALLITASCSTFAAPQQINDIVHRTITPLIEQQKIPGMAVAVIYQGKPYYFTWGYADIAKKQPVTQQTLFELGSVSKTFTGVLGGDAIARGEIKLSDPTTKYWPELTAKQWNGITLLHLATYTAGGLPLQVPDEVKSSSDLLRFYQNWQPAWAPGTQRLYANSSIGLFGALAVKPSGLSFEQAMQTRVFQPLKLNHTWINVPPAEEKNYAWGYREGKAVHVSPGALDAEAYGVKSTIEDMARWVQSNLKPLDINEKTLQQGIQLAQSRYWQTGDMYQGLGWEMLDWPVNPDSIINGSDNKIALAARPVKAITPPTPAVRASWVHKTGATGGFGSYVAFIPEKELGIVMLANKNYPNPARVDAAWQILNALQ
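20 mM phosphate pH 7.0 + 0.01% (detergent screen) or 0.0001% Triton X-100; 5.3 nM AmpC reagent; cpd preinc 15 min RT; nitrocefin (800 uM stock) to start; A480 q20 s × 4 min; Activity was normalised to no-enzyme and no-compound control wells.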
LmPK inh = blocks Leishmania mexicana pyruvate kinase activity | purified LmPK, Kinase-Glo ATP luminescence, 1 h | Potency, µM (top dose mostly 57.5 µM), inactives show at the top dose activity change, negative = inhibition, hits mostly inhibitors | actives 0.37% (n = 290,000); further: potency means the concentration at half of the fitted maximal effect
Target sequence (Q27686 whole entry, looked up): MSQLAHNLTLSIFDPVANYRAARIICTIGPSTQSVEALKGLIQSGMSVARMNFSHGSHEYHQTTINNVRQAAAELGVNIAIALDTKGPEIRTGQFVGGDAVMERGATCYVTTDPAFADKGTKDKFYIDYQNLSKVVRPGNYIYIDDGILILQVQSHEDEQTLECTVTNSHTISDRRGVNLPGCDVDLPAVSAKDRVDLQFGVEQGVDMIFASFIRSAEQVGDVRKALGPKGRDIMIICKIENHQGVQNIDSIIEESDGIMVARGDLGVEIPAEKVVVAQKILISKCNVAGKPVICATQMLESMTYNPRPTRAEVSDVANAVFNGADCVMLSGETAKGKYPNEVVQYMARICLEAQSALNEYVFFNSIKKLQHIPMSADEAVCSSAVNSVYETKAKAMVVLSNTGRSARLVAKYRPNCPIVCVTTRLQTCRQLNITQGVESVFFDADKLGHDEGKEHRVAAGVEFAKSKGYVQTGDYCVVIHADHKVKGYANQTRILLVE
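In 50 mM imidazole pH 7.2 with 7 mM MgCl2, LmPK (0.1 nM) turned over PEP (0.5 mM) and ADP (0.1 mM) for 1 h at room temperature. Luciferase read-out of ATP.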
HCMV inh = human cytomegalovirus inhibition. actives 4.5% (n = 410,000). activity change, negative = inhibition, % at 57.5 µM. HFF cells, HCMV-luciferase reporter, 72 h; hits give low values; in the data active means activity change below about -60%; inconclusive means no clear call, values can overlap the other calls; inactive means above about -39%
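HFF cells seeded 16 h at 37C, treated with compounds, infected with luciferase-reporter HCMV at MOI 1 PFU/cell; luciferase read at 72 h post infection, normalized to buffer-only and Salinomycin controls.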
AmpC no deterg = AmpC beta-lactamase inhibition without detergent; P00811; AmpC nitrocefin hydrolysis, absorbance 480 nm, 0.0001% Triton; Potency, µM (titrated, usually from 57.1 µM), for inactives: top-dose activity change, negative = inhibition, actives largely listed as inhibitors; actives 0.52% (n = 330,000);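 further: potency means the concentration at half of the fitted maximal effect; plate controls were no compound for no effect and no enzyme for full effect; nearly all actives have a fitted effect of over 20% in size; some results filed as inactive show a strong effect at the top dose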
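AmpC (5.3 nM in the dispensed reagent) in 20 mM phosphate pH 7.0 with 0.01% (detergent screen) or 0.0001% Triton X-100 was preincubated with compounds for 15 min at room temperature. Nitrocefin was then added from an 800 uM solution, and hydrolysis was followed at 480 nm.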
Numbers without * were called inactive; ? = inconclusive; · = no result given; [ ] = another dose, or the depositor's remark. Unless noted, the call rests on the fitted dose curve; in most records, active means well fitted curve in the direction sought with a large enough effect; inconclusive means small, poorly fitted or top-dose-only effect, or another doubt; inactive means no such curve, though single readings can be large; an effect the other way counts as inactive or inconclusive. Unless noted, on the % scale 0 is the no-effect control and ±100 the full control effect.

SMILES | AMA1-RON2 inh | HCV inh | TbPYK inhibitor | AmpC detergent | LmPK inh | HCMV inh | AmpC no deterg
CN(CCO)c1cnccn1 | 2% | 8% | -3% | 2% | 0% | 22 | -12%
CCCCN(CCCNC(=O)c1cc(Nc2ccc(OC)c(OC)c2)nc2ccccc12)Cc1ccccc1 | · | · | -4% | 3% | · | -18 | ·
N#CCC(=O)Nc1ccc(C(=O)OCC(=O)Nc2cccc3ccccc23)cc1 | 0% | · | -9% | · | · | -23 | ·
CCOC(=O)C(C)/C(C)=N/NC(=O)CCC(=O)Nc1cc(C)ccc1C (stereo not drawn) | 70%[activator] | 12% | 6% | 5% | 0% | -31 | -12%
CCN1/C(=C/C=C/c2oc3ccc4ccccc4c3[n+]2CC)Oc2ccc3ccccc3c21 | ? | ? | -14% | -8% | -17% | · | -1%
CN(C)C(=O)CSc1nnc(Cc2ccc3c(c2)OCO3)o1 | -1% | 18% | 1% | -3% | 7% | -9 | -9%
O=C(NCc1ccncc1)[C@@H]1CCCN1C(=O)[C@H]1CCCN1C(=O)c1cccc(Cl)c1 | 0% | · | -7% | · | · | -25 | ·
Cc1ccc(Cn2c(=O)n(Cc3ccco3)c(=O)c3oc4ccccc4c32)cc1 | · | · | 1% | 11% | · | 4 | ·
CCC1SC2=NC(C)=C(C(=O)OCC(C)C)C(/C=C/c3ccccc3OC)N2C1=O (stereo not drawn) | 0% | -8% | -6% | ? | 1% | -11 | -1%
CCn1c(SCC(=O)O)nnc1-c1ccc(S(=O)(=O)N2CCCC2)cc1 | 14% | 10% | 0% | ? | -2% | ? | -6%
CCc1ccc(-n2nc(C)c3c(C)cc(=O)n(CC(=O)N4CCCc5ccccc54)c32)cc1 | · | · | -1% | 28% | · | 35 | ·
Cc1noc(NS(=O)(=O)c2ccc(NC(=O)CSc3nnc(-c4ccccc4)n3C3CCCCC3)cc2)c1C | 37% | 19% | 2% | -7% | 7% | -6 | -31%
COC(=O)c1c(C(=O)OC)c(-c2cccc(F)c2)n2c1CS(=O)C2 (stereo not drawn) | -9% | 14% | -2% | -6% | 3% | 14 | -4%
FC(F)(F)c1cc(-c2ccccc2)nc2ncnn12 | 0% | 4% | -5% | -14% | -3% | ? | -13%
O=C(COC(=O)[C@@H]1CCCN1S(=O)(=O)c1ccc(Cl)cc1)NC1CCS(=O)(=O)C1 (stereo partly drawn) | -15% | 1% | -3% | ? | · | -7 | -6%
COc1ccc(S(=O)(=O)N(C)C[C@H]2Oc3ccc(NC(=O)Cc4ccccc4)cc3C(=O)N([C@H](C)CO)C[C@@H]2C)cc1 | -1% | 8% | -10% | · | · | -31 | 176%[activator]
Cc1cc2c(c(=O)o1)C1O[C@](CCCCN3C(=O)c4ccccc4C3=O)(Cc3cc(C#N)ccc31)O2 | · | · | · | ? | -9%[11.5 µM] | · | ?
O=C(CN1CCSCC1)N/N=C/c1ccc(F)cc1 | -12% | 11% | 4% | -4% | 6% | -4 | -2%
Cc1ccc(S(=O)(=O)c2nc(S(=O)(=O)c3ccccc3)sc2NCCCOC(C)C)cc1 | · | · | -5% | -3% | · | -17 | ·
CCOC(=O)CC1COCCN1C(=O)CCc1nnc(-c2ccsc2)o1 (stereo not drawn) | 14% | 16% | 0% | 0% | -1% | 30 | 7%
CC1CCN(C(=O)c2cc(S(=O)(=O)N3CCOCC3)ccc2N2CCCC2)CC1 | 1% | 3% | -10% | -3% | · | -31 | 41%
CCCc1cc2c(cc1NC(=O)c1ccccc1F)OCO2 | -29% | -56% | 2% | -9% | 0% | ? | -4%
CCCn1c(N)c(C(=O)CSc2n[nH]c(-c3ccc(C)cc3)n2)c(=O)[nH]c1=O | -2% | -12% | 0% | 0% | · | 18 | 24%
CCN(Cc1cn2cccnc2n1)C1CCCCC1 | -7% | -10% | -5% | 7% | 6% | -7 | -7%
COc1cccc(C(=O)Nc2nnc(SCC(=O)NC3CCCC3)s2)c1 | 9% | 21% | 3% | -9% | -3% | 83 | -8%
SMILES | AMA1-RON2 inh | HCV inh | TbPYK inhibitor | AmpC detergent | LmPK inh | HCMV inh | AmpC no deterg
COc1ccc(-n2c(SCC(=O)NCc3cccs3)nc3[nH]ncc3c2=O)cc1 | 16% | 4% | 0% | 2% | 0%[11.5 µM] | 38 | -22%
COc1ccc2nc(NC(=O)c3ccc(F)cc3)sc2c1 | 1% | -25% | -7% | ? | 5% | 29 | -33%
NNc1ccc(S(=O)(=O)N2CCCCC2)cn1 | 73%[activator] | ? | -3% | 5% | 0% | -24 | -56%
CCOc1ccc(OCCSc2nnnn2C2CCCCC2)cc1 | 21% | -27% | -10% | ? | -3% | -11 | 21%
C(=N/Nc1cc(N2CCOCC2)nc(N2CCOCC2)n1)/c1ccccc1 | 16% | ? | 2% | -6% | -3% | -9 | 51%
O/N=C/c1cccn1-c1ccc(O)cc1 | -8% | -4% | -1% | 4% | 1% | -2 | -21%
CC(=O)Nc1ccc2cnn(C(C)=O)c2c1 | 0% | · | -11% | · | · | 5 | ·
COCCN(C(=S)Nc1ccccc1OC)C(C)c1cccs1 (stereo not drawn) | -14% | 5% | 6% | 0% | 6% | ? | -20%
O=C(COC(=O)Cc1ccc(Br)cc1)NCc1ccc2c(c1)OCO2 | 1% | 23% | -4% | -25% | · | -3 | -16%
COc1ccc(-c2nc(CN3CCCC(C(=O)NC4CCCC4)C3)c(C)o2)cc1 (stereo not drawn) | -6% | -20% | -11% | ? | 1% | 24 | 104%[activator]
CCc1ccc(-n2nc(C)c3c(C(=O)Nc4ccc(Cl)cc4)cc(C)nc32)cc1 | · | · | -7% | 3% | · | 12 | ·
Cc1ccc(S(=O)(=O)N2CCCCC2)cc1NC(=O)COC(=O)c1cc[n+]([O-])cc1 | 15% | -3% | 36% | 6% | 2% | 17 | -26%
Cc1ccc(NC(=O)CCSc2nnc(C)s2)cc1 | -10% | 13% | -5% | ? | 2% | 68 | -21%
O=C(NNC(=O)c1ccccc1-n1cccc1)c1ccc(F)cc1 | 33%[activator] | 8% | 4% | 1% | 2% | ? | -1%
COC(=O)C(NC(=O)c1ccccc1C)(Nc1ncc(S(=O)(=O)c2ccc([N+](=O)[O-])cc2)s1)C(F)(F)F (stereo not drawn) | -24% | -17% | 0% | ? | 6% | 16 | -39%
CCN(CC)CCCNC(=O)c1cc2c(-c3ccc(Cl)cc3)nn(C)c2s1 | -2% | 11µM* | -1% | 0% | 8% | · | 103%[activator]
OC(COc1ccc(OCc2ccccc2)cc1)CN1CCCCC1 (stereo not drawn) | 1% | ? | 1% | -2% | 3% | ? | 16%
Cc1cccc(C)c1NC(=O)CCc1nnc2ccc(N3CCCC3)nn12 | -10% | 4% | 0% | -18% | 0% | -8 | 4%
COC(=O)c1ccccc1NC(=S)N(Cc1ccc2c(c1)OCO2)Cc1cc2cccc(C)c2[nH]c1=O | -6% | 0% | 3% | -5% | -2% | ? | -30%
COc1ccc(CCNc2ccc(C(CC(N)=O)NC(=O)c3ccccc3)cc2[N+](=O)[O-])cc1 (stereo not drawn) | -2% | 4% | 3% | 1% | 8% | 5 | -9%
COc1ccc(C(=O)NCc2ccc(N3CCN(C(=O)OC(C)(C)C)CC3)cc2)cc1 | -24% | ? | 3% | -12% | 1% | 0 | 68%[activator]
CCOC(=O)c1c(C)[nH]c(C(=O)CN2C(=O)NC(C)(CC(C)C)C2=O)c1C (stereo not drawn) | -8% | ? | -1% | -8% | 5% | -39 | -30%[11.4 µM]
COc1ccc(Cl)cc1NC(=O)CN(C)C(C)C(=O)NCC1CCCCC1 (stereo not drawn) | 15% | -24% | -1% | -6% | 2% | -31 | 120%[activator]
Cc1ccc(-n2c(SCC(=O)NNC(=S)Nc3ccccc3)nc3ccccc3c2=O)cc1 | 18% | 0% | -18% | 2% | 6% | ? | -41%
CCOc1ccccc1NC(=O)CN1CCN(C(=O)C2CCCO2)CC1 (stereo not drawn) | -3% | 6% | -2% | -4% | -1% | -13 | -2%
Cn1nnnc1SCCCNCc1ccc(-c2ccc(Br)cc2)o1 | · | · | -6% | -10% | · | -11 | ·
Cc1ccc(Cl)cc1N1CCN(C(=O)CSc2ccsc2[N+](=O)[O-])CC1 | -6% | -12% | 2% | -5% | 6% | ? | -56%

Rewritten with values under each structure: 13 of the compounds above.
Order of values: AMA1-RON2 inh, HCV inh, TbPYK inhibitor, AmpC detergent, LmPK inh, HCMV inh, AmpC no deterg
COc1ccc(-n2c(SCC(=O)NCc3cccs3)nc3[nH]ncc3c2=O)cc1
 : 16%, 4%, 0%, 2%, 0%[11.5 µM], 38, -22%
COc1ccc2nc(NC(=O)c3ccc(F)cc3)sc2c1
 : 1%, -25%, -7%, ?, 5%, 29, -33%
NNc1ccc(S(=O)(=O)N2CCCCC2)cn1
 : 73%[activator], ?, -3%, 5%, 0%, -24, -56%
CCOc1ccc(OCCSc2nnnn2C2CCCCC2)cc1
 : 21%, -27%, -10%, ?, -3%, -11, 21%
C(=N/Nc1cc(N2CCOCC2)nc(N2CCOCC2)n1)/c1ccccc1
 : 16%, ?, 2%, -6%, -3%, -9, 51%
O/N=C/c1cccn1-c1ccc(O)cc1
 : -8%, -4%, -1%, 4%, 1%, -2, -21%
CC(=O)Nc1ccc2cnn(C(C)=O)c2c1
 : 0%, ·, -11%, ·, ·, 5, ·
COCCN(C(=S)Nc1ccccc1OC)C(C)c1cccs1 (stereo not drawn)
 : -14%, 5%, 6%, 0%, 6%, ?, -20%
O=C(COC(=O)Cc1ccc(Br)cc1)NCc1ccc2c(c1)OCO2
 : 1%, 23%, -4%, -25%, ·, -3, -16%
COc1ccc(-c2nc(CN3CCCC(C(=O)NC4CCCC4)C3)c(C)o2)cc1 (stereo not drawn)
 : -6%, -20%, -11%, ?, 1%, 24, 104%[activator]
CCc1ccc(-n2nc(C)c3c(C(=O)Nc4ccc(Cl)cc4)cc(C)nc32)cc1
 : ·, ·, -7%, 3%, ·, 12, ·
Cc1ccc(S(=O)(=O)N2CCCCC2)cc1NC(=O)COC(=O)c1cc[n+]([O-])cc1
 : 15%, -3%, 36%, 6%, 2%, 17, -26%
Cc1ccc(NC(=O)CCSc2nnc(C)s2)cc1
 : -10%, 13%, -5%, ?, 2%, 68, -21%
